MBNL1 CUG block: inhibitors of human MBNL1 binding to CUG repeat RNA | TR-FRET MBNL1-His/biotin-(CUG)12 binding, 665/545 ratio | Q9NR56 | Potency, µM (series often up to 57.5 µM), for the others: at the highest dose activity change, negative = inhibition, most hits filed as inhibitors | hit rate 0.036% among 280,000 | AID 2675; active = well fitted inhibition curve with a large enough effect in the signal ratio, with a control signal flat, not every such curve was filed as active; inconclusive = small, poorly fitted or top-dose-only effect, or effect the other way, or a change in a side signal; inactive = no such curve, though single readings can be large or run the other way; the % refers to the signal ratio; note: potency is the fitted concentration of half-maximal effect; % is set by controls: 0 for no effect and ±100 for the full control effect
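MBNL1-His + Biotin-(CUG)12, cpd titration 92 nM–58 uM; Tb anti-His Ab 0.055 ng/ul, SA-XL665 5 nM (final); 60 min RT; ratiometric 665/545 nm, Ex 340 nm; normalized to buffer and full-complex controls.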
S-ASM inh: human S-ASM enzyme inhibition. P17405. Potency, µM (doses to about 57.5 µM), inactives show at the highest dose activity change, negative = inhibition, actives largely listed as inhibitors. hit rate 0.006% among 340,000. placental ASM, HMU-PC fluorogenic substrate, 60 min. AID 504937; note: potency is the fitted concentration of half-maximal effect
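HMU-PC0 cleavage (9 uM final) by human placental ASM, 60 min at 37 °C following 10 min compound exposure at RT; stopped at pH 10, fluorescence Ex 386/Em 447 nm.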
TSHR antagonist: human thyrotropin receptor antagonism; P16473; TSHR-expressing cells, TSH-stimulated cAMP HTRF, 2 h; hits give low values; activity change, negative = inhibition, % at 11.5 µM; hit rate 0.2% among 330,000;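 active = activity change below a set negative limit, meaning inhibition stronger than a set level, cut at about -70% in these data; inconclusive = activity change between two set negative limits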; note: % is set by controls: 0 for no effect and ±100 for the full control effect
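TSHR-expressing cells, 200/well, pre-treated with compound, then stimulated with EC80 TSH (4nM final) for 2 hours at 37 deg C. cAMP measured by competitive HTRF: anti-cAMP cryptate antibody in lysis buffer plus cAMP-d2, read after 30 minutes at room temperature.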
PTAP TSG101 blk: blocks PTAP/TSG101 interaction to inhibit HIV-1 budding | Fluorescence polarization, FITC-PTAP peptide / Tsg101 binding | Potency, µM (highest dose often 115 µM), for the others: at the highest dose activity change, negative = inhibition, hits mostly inhibitors | 340,000 tested, under 10 active | AID 493005; active = well fitted inhibition curve with a large enough effect in the main read-out, with a control signal flat, not every such curve was filed as active; inconclusive = small, poorly fitted or top-dose-only effect, or effect the other way, or a change in a side signal; inactive = no such curve, though single readings can be large or run the other way; note: potency is the fitted concentration of half-maximal effect; % of control where 0% means no effect
Target sequence (Q99816 whole entry, looked up): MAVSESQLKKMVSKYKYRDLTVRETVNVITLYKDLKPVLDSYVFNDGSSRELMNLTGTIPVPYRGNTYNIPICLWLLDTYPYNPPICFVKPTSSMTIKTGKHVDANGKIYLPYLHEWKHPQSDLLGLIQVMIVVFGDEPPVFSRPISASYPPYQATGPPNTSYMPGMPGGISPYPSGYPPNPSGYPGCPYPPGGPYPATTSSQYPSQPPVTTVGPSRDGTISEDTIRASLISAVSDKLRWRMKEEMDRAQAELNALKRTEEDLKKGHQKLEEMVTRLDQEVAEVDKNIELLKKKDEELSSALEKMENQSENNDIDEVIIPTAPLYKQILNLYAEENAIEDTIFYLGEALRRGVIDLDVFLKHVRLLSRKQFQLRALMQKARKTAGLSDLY
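Compounds were pin-transferred onto Tsg101 binding domain (10 uM final) in HEPES pH 7.5 buffer, then FITC-PTAP peptide was added at 50 nM final. After 20 min at RT, polarization reported peptide displacement across a qHTS concentration series.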
Menin MLL FP TR: inhibitors of human menin-MLL interaction, mutant MLL peptide | O00255 | hit rate 0.23% among 270,000 | Potency, µM (titrated, usually from 61.6 µM), for inactives: at the top dose FP activity change, negative = inhibition, usual class: inhibitors | Menin + Texas Red MLL mutant peptide, fluorescence polarization; active = well fitted inhibition curve with a large enough effect in the polarisation, with a control signal flat, not every such curve was filed as active; inconclusive = small, poorly fitted or top-dose-only effect, or effect the other way, or a change in a side signal; inactive = no such curve, though single readings can be large or run the other way; the % refers to the polarisation; note: potency is the fitted concentration of half-maximal effect; % of control where 0% means no effect; many of its hits are not listed in these tables
Target sequence (O00255 whole entry, looked up): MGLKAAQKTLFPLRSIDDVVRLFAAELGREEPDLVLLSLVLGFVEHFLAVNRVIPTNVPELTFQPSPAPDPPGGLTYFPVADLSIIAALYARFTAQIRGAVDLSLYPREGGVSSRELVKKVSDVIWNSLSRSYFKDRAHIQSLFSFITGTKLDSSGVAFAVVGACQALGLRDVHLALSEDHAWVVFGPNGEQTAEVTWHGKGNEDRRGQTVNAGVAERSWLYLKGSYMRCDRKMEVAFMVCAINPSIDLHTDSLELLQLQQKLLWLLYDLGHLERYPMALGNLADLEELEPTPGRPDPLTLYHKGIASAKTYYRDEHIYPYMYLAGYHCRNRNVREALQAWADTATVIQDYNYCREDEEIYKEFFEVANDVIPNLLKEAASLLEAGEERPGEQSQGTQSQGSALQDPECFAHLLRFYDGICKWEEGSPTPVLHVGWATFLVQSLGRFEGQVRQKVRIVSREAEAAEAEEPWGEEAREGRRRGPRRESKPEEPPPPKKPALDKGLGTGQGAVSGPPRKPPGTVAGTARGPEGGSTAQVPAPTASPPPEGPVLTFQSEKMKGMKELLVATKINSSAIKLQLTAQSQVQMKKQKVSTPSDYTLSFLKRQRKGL
TCR act: activates T cell receptor signaling | primary human leukocytes, anti-CD3, IL-2 HTRF, 48 h | Potency, µM (titrated, usually from 9.22 µM), inactives show at the highest dose activation of IL-2 secretion, hits mostly activators | 330,000 tested, under 10 active | AID 504894; note: % of control where 0% means no effect
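Human primary leukocytes + a-CD3 beads + cpd, 48 hr; IL-2 in supernatant by HTRF (ex 320nm / em 665nm). No co-stimulatory signal supplied.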
A-T KAP1 phos: potential ataxia-telangiectasia treatments restoring KAP-1 phosphorylation. hit rate 0.19% among 320,000. […] A-T fibroblasts, KAP-1 phosphorylation AlphaLISA; neocarzinostatin DNA damage 30 min before lysis. Potency, µM (top dose mostly 57.5 µM), for inactives: top-dose activation, most hits filed as activators. AID 485349; note: potency is the fitted concentration of half-maximal effect; % of control where 0% means no effect; nearly all actives have a fitted effect of over 45% in size
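hTERT-immortalized A-T patient fibroblasts ([…]), 500 cells/well in OPTI-MEM, 1% FBS, got compounds for 60 min, then NCS for 30 min at 37C. Lysates were then assayed for phospho-KAP-1 by AlphaLISA (anti-pKAP1 donor, anti-KAP1 acceptor beads), 6 hr at 25C.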
Mito fusion act: mitochondrial division inhibition or fusion activation; S. cerevisiae fusion-defective mutant growth rescue, CellTiterGlo 48 h; Potency, µM (doses to about 46.1 µM), inactives show at the top dose growth rescue (activation), usual class: activators; hit rate 0.23% among 320,000;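 note: potency is the fitted concentration of half-maximal effect; % of control where 0% means no effect; nearly all actives have a fitted effect of over 45% in size; temperature-sensitive fusion mutants such as fzo1-1 at 37 °C on non-fermentable ethanol glycerol medium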
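Luminescent cell viability in 1536-well qHTS format served as the measure of rescued growth in ts fusion-mutant S. cerevisiae cultured on non-fermentable YPEG for 48 hours at 37C.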
CXXC DNA block: MLL CXXC-DNA interaction inhibition | Q03164 | MLL-CXXC / FITC-HOXA9 DNA fluorescence polarization | Potency, µM (highest dose often 115 µM), without a hit: top-dose activity change, negative = inhibition, actives largely listed as inhibitors | hit rate 0.037% among 290,000 | AID 2662; active = well fitted inhibition curve with a large enough effect in the polarisation, with a control signal flat, not every such curve was filed as active; inconclusive = small, poorly fitted or top-dose-only effect, or effect the other way, or a change in a side signal; inactive = no such curve, though single readings can be large or run the other way; the % refers to the polarisation; note: potency is the fitted concentration of half-maximal effect
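Steps: dispense CXXC domain solution (7 uM) → pin compounds or unlabeled HOX-A9 DNA control → 5 min ambient → add FLSN-HOX-A9 solution (50 nM) → spin → 30 min ambient → fluorescence polarization. Tris pH 7.5/NaCl/DTT/BSA buffer.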
Integrin act MD: activates integrin-mediated alleviation for muscular dystrophy | alpha7betagal myoblasts, beta-gal FDG fluorescence, 48 h | Potency, µM (doses to about 38.3 µM), for inactives: at the highest dose activation, actives largely listed as activators | hit rate 0.064% among 350,000 | AID 624291;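 note: potency is the fitted concentration of half-maximal effect; 100% = response of the positive control SU9516; nearly all actives have a fitted effect of over 60% in size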
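Alpha7betagal+/- myoblasts (passage 13) were plated 16-24 hr, then exposed to compounds (1:260 dilution of DMSO stock) for 48 hours at 37C. After MPER lysis, β-galactosidase reporter activity was read as FDG fluorescence (ex 480/em 540) after 30 minutes.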
Active calls of the source: *; ? = inconclusive; . = not tested or not shown; [ ] = another dose, or the depositor's remark. Unless noted, calls come from the whole dose curve; as a rule, active = well fitted curve in the direction sought with a large enough effect; inconclusive = small, poorly fitted or top-dose-only effect, or another doubt; inactive = no such curve, though single readings can be large; an effect the other way counts as inactive or inconclusive. Not all compounds are listed; rates above refer to the full screens.

Molecule,MBNL1 CUG block,S-ASM inh,TSHR antagonist,PTAP TSG101 blk,Menin MLL FP TR,TCR act,A-T KAP1 phos,Mito fusion act,CXXC DNA block,Integrin act MD
CC1=CC(c2ccccc2)NC(=S)N1 (stereo not drawn),.,6.3%,8.2,-0.6%,-7.2%,-2.5%[46.1 µM],-2.8%,-1.8%,-5.3%,13.3%
Cn1c(SCC(=O)Nc2cccc(F)c2)nnc1-c1cc2ccccc2o1,-1.7%,1.4%,-10.9,-3.2%,-8.0%,3.6%,2.2%,3.6%,8.0%,-10.2%
C/C(=N\NC(=O)c1nn(C)c(C)c1Br)c1cccc(NC(=O)c2ccoc2C)c1,-5.6%,0.1%,-3.4,-0.9%,-6.6%,-1.4%[46.1 µM],7.5%,-2.2%,17.1%,0.8%
O=P(NC1CCCCC1)(c1ccccc1)c1ccccc1,.,4.0%,.,-2.1%,.,7.9%,.,.,.,8.6%
Cc1nn(Cc2ccccc2)c(C)c1NC(=O)c1cccs1,0.1%,5.8%,2.9,-4.2%,-6.6%,-0.3%[46.1 µM],3.4%,-7.0%,13.7%,27.4%
CCC(CO)N=CC1=C(O)CC(c2ccccc2)CC1=O (stereo not drawn),2.2%,1.8%,-2.3,0.8%,3.8%,.,-2.2%,1.9%,2.9%,8.2%
Cc1ccccc1-c1nc2ccccc2o1,-12.7%,37.5%,-0.1,-2.5%,0.4%,.,3.8%,-0.2%,0.5%,20.4%
CC(=NC1CC1)c1c(-c2ccccc2)[nH]n(-c2nc3ccccc3s2)c1=O,5.7%,-4.8%,4.9,-2.5%,3.1%,4.3%,3.2%,4.4%,-2.7%,-6.5%
CC(=O)n1cc(/C=N/NC(=O)c2cccc(O)c2)c2ccccc21,16.4%,-13.0%,-12.0,1.9%,?,-0.1%,14.0%,-2.9%,4.9%,-35.0%
Cc1ccc([C@@H]2CC=C(C(=O)O)CN2S(=O)(=O)c2ccccc2C)cc1,.,12.5%,-5.0,0.4%,.,8.1%,14.2%,-4.5%,.,-10.1%
COc1ccc(NC(=O)COC(=O)CNC(=O)c2cc(OC)c(OC)c(OC)c2)cc1,-3.5%,6.2%,0.9,3.0%,-3.8%,-2.6%[46.1 µM],-2.3%,-2.2%,-3.6%,-34.3%
COc1cc2cc(CN(CCO)C(=O)c3cccs3)c(=O)[nH]c2cc1OC,-0.8%,14.6%,1.4,-0.6%,0.0%,.,-0.5%,2.1%,-16.0%,19.8%[7.66 µM]
O=C(CN1C(=O)C2CCCCC2C1=O)Nc1ccccc1N1CCCC1 (stereo not drawn),.,0.8%,-5.8,-4.3%,.,-3.4%,-2.0%,-4.2%,.,6.1%
Cc1ccc(Cl)c(NC(=O)COC(=O)c2cc[n+]([O-])cc2)c1Cl,.,3.7%,-9.6,-5.7%,.,-5.4%[46.1 µM],-5.4%,.,.,1.7%
COc1ccc2c(c1)c(=O)oc1cc(OC(C(=O)O)c3ccccc3)ccc12 (stereo not drawn),5.0%,.,-16.0,-2.8%,?,2.8%,-11.4%,20.7%,1.2%,-4.1%
O=C(Nc1ccc(-n2cccn2)cc1)C1CCCCN1Cc1cccc2c1OCO2 (stereo not drawn),-1.3%,2.4%,7.1,-3.3%,-2.8%,-5.0%,-1.4%,12.1%,0.4%,-31.9%
Cc1ccccc1CN1C[C@@H]2C[C@@H](c3ccc4nsnc4c3)N3CCC[C@@]23C1=O,?,4.7%,-6.5,-7.8%,-1.8%,-2.2%,-0.6%,-3.8%,-0.1%,0.7%
O=C(COc1ccc(Cl)cc1)N(Cc1ccco1)C1CCS(=O)(=O)C1 (stereo not drawn),6.1%,2.5%,-8.9,-0.1%,.,-8.7%,8.7%,0.3%,-0.7%,-8.4%
O=C(NC1(C(F)(F)F)N=C(c2ccccc2)NC1=O)c1ccccc1F (stereo not drawn),-2.7%,4.9%,-0.4,-2.6%,5.5%,-0.6%[46.1 µM],-3.9%,-8.9%,24.7%,9.3%
O=C(COc1ccc(Cl)cc1)Nc1ncccn1,0.2%,2.0%,3.0,-6.6%,-19.4%,-0.2%,-1.1%,-6.0%,-3.1%,8.9%

Arranged by SMILES length (ascending): part of the list above.
Molecule,MBNL1 CUG block,S-ASM inh,TSHR antagonist,PTAP TSG101 blk,Menin MLL FP TR,TCR act,A-T KAP1 phos,Mito fusion act,CXXC DNA block,Integrin act MD
CC1=CC(c2ccccc2)NC(=S)N1 (stereo not drawn),.,6.3%,8.2,-0.6%,-7.2%,-2.5%[46.1 µM],-2.8%,-1.8%,-5.3%,13.3%
O=C(COc1ccc(Cl)cc1)Nc1ncccn1,0.2%,2.0%,3.0,-6.6%,-19.4%,-0.2%,-1.1%,-6.0%,-3.1%,8.9%
O=P(NC1CCCCC1)(c1ccccc1)c1ccccc1,.,4.0%,.,-2.1%,.,7.9%,.,.,.,8.6%
CCC(CO)N=CC1=C(O)CC(c2ccccc2)CC1=O (stereo not drawn),2.2%,1.8%,-2.3,0.8%,3.8%,.,-2.2%,1.9%,2.9%,8.2%
Cc1nn(Cc2ccccc2)c(C)c1NC(=O)c1cccs1,0.1%,5.8%,2.9,-4.2%,-6.6%,-0.3%[46.1 µM],3.4%,-7.0%,13.7%,27.4%
O=C(CN1C(=O)C2CCCCC2C1=O)Nc1ccccc1N1CCCC1 (stereo not drawn),.,0.8%,-5.8,-4.3%,.,-3.4%,-2.0%,-4.2%,.,6.1%
O=C(NC1(C(F)(F)F)N=C(c2ccccc2)NC1=O)c1ccccc1F (stereo not drawn),-2.7%,4.9%,-0.4,-2.6%,5.5%,-0.6%[46.1 µM],-3.9%,-8.9%,24.7%,9.3%
COc1cc2cc(CN(CCO)C(=O)c3cccs3)c(=O)[nH]c2cc1OC,-0.8%,14.6%,1.4,-0.6%,0.0%,.,-0.5%,2.1%,-16.0%,19.8%[7.66 µM]
CC(=NC1CC1)c1c(-c2ccccc2)[nH]n(-c2nc3ccccc3s2)c1=O,5.7%,-4.8%,4.9,-2.5%,3.1%,4.3%,3.2%,4.4%,-2.7%,-6.5%
Cc1ccc([C@@H]2CC=C(C(=O)O)CN2S(=O)(=O)c2ccccc2C)cc1,.,12.5%,-5.0,0.4%,.,8.1%,14.2%,-4.5%,.,-10.1%

Continued.
Molecule,MBNL1 CUG block,S-ASM inh,TSHR antagonist,PTAP TSG101 blk,Menin MLL FP TR,TCR act,A-T KAP1 phos,Mito fusion act,CXXC DNA block,Integrin act MD
N#CC1=C(O)CCCn2c1nc1ccccc1c2=O,-8.1%,0.6%,-1.2,-6.6%,-16.0%,.,6.0%,-1.0%,-2.7%,8.2%
CCOC(=O)C(CCSC)NC(=O)CN (stereo not drawn),-4.4%,2.5%,-11.3,-0.6%,1.3%,4.4%,0.8%,-0.3%,-7.1%,7.2%
C[C@]12c3[nH]c4ccccc4c3CCN1C(=O)C(CC(=O)NCc1ccco1)C[C@@H]2C(=O)N1CCOCC1 (stereo partly drawn),.,1.7%,-13.2,1.4%,.,-6.5%,1.6%,.,.,5.2%
O=C(C[C@H]1C/C=C\CCC(=O)O[C@@H](c2ccccc2)CNC1=O)NCCO,.,-6.3%,5.8,0.5%,.,1.9%,0.4%,.,.,1.0%
